Compound activity from PubChem.
LMP1 NFkB inh – reduces LMP1-driven NF-kappaB luciferase signal; 0.69% of 350,000 active; AID 504558; inhibition, % at 12.5 µM; LMP1-induced NF-kappaB luciferase reporter cells, luminescence; in the data active = inhibition above about 41%;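 note: 0% = neutral control wells and 100% = reference inhibitor control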
NR5A2 inv ag – suppresses constitutive activity of human LRH-1 | O00482 | HEK293T StAR-luciferase reporter, LRH-1 transfected, 24 h | inhibition, % at 3.6 µM | 0.13% of 360,000 active;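 active = inhibition above the mean inhibition of all tested compounds plus 3 SD, cut at about 73% in these data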;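 note: 0% = DMSO wells and 100% = reporter-only cells lacking LRH-1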
TLR9-MyD88 block – blocks human TLR9 binding to MyD88. Q9NR96+Q99836. CHO BLA complementation TLR9-MyD88, CCF4 FRET ratio. inhibition, % at 4.98 µM. 0.21% of 340,000 active;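 active = inhibition above the mean over all tested compounds plus 3 SD, cut at about 21% in these data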;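 note: 0% = DMSO only wells and 100% = clavulanate BLA inhibitor control wells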
Target sequence (Q99836 whole entry, looked up): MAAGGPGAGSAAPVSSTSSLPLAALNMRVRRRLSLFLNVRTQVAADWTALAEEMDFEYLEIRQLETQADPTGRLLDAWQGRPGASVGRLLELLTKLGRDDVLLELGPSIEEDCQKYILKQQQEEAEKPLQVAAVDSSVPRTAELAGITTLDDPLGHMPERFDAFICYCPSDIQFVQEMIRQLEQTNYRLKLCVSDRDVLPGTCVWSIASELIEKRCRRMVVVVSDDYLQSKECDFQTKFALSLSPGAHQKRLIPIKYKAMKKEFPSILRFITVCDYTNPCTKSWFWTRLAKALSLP
Target sequence (Q9NR96 whole entry, looked up): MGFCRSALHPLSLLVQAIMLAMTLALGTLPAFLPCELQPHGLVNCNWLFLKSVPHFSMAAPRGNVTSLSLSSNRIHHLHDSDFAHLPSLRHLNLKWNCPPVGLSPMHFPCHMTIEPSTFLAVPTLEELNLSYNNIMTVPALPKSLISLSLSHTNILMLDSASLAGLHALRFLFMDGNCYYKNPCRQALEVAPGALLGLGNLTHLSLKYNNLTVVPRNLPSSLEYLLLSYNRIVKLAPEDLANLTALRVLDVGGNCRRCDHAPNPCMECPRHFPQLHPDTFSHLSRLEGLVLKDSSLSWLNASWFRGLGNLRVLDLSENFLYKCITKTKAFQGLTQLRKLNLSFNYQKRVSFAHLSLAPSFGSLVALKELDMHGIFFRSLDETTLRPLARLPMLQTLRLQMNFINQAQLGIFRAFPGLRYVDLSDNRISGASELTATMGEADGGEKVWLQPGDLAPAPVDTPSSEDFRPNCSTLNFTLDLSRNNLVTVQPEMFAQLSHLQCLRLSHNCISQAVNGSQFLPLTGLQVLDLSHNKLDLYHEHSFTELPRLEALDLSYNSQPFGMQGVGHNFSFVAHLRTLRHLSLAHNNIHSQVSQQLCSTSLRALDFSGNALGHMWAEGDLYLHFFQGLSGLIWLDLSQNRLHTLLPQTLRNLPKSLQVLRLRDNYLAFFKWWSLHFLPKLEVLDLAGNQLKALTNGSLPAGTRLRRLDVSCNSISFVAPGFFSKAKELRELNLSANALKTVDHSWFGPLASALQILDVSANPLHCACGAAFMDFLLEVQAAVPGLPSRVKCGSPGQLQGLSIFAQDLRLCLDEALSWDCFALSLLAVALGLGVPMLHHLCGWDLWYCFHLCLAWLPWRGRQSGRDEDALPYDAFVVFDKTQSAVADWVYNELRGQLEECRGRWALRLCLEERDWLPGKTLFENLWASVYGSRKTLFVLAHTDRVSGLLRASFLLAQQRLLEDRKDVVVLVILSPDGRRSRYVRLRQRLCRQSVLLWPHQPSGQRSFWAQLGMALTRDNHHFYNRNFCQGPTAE
NCOA3 inh – inhibits human SRC3 coactivator | Q9Y6Q9 | AID 588352 | 0.17% of 360,000 active | HEK293 GAL4-SRC3 luciferase reporter, luminescence | inhibition, % at 3.6 µM;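 active = inhibition above a per-campaign cutoff, the mean of all compounds plus 3 SD, cut at about 60% in these data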;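 note: 0% = DMSO-treated cells and 100% = gossypol-treated cells at 36 µM; higher means less SRC3-driven luciferase light from the GAL4 reporter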
NOD2 RIPK2 PPI – blocks binding of human NOD2 to RIPK2 | O43353 | CHO BLA complementation NOD2-RIPK2, CCF4 ratio | inhibition, % at 4.98 µM | 0.38% of 360,000 active; in the data active = inhibition above about 21%;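 note: 0% = vehicle only and 100% = reference blocker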
NCOA1 inh – inhibitors of human steroid receptor coactivator 1 (SRC1); HEK293 GAL4-SRC1 luciferase reporter, luminescence; AID 588354; inhibition, % at 3.6 µM; Q15788; 0.12% of 360,000 active;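 active = inhibition above the campaign mean plus 3 SD, with each screening campaign given its own cutoff, cut at about 60% in these data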;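 note: 0% = DMSO treated cells and 100% = gossypol at 36 µM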
SRC2 inh – human SRC2 (NCOA2) inhibition; Q15596; inhibition, % at 9 µM; AID 651957; 0.17% of 370,000 active; HEK293 GAL4-SRC2 luciferase reporter, luminescence;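 active = inhibition above the mean inhibition of all tested compounds plus 3 SD, set per campaign, cut at about 52% in these data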;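 note: 0% = DMSO treated cells and 100% = cells given Gossypol at 36 µM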
TROY signal inh – TROY signaling inhibition; Q293 LMP1-TROYcd NF-kB luciferase reporter, 4 h; inhibition, % at 10 µM; 0.98% of 360,000 active;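 active = compounds whose plate-normalised and pattern-corrected inhibition of the luciferase reporter signal at the single screening dose is 50% or more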
COUP-TFII inh – NR2F2 (human) inhibition, primary screen | HEK293T NGFI-A luciferase reporter, luminescence | AID 686940 | 0.7% of 370,000 active | inhibition, % at 8.6 µM;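 active = inhibition above a per-plate cutoff, mean inhibition of test wells between control levels plus 3 SD, cut at about 38% in these data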;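 note: cells cotransfected with COUP-TFII expression vector driving the NGFI-A reporter; 0% = median of COUP-TF2 test wells and 100% = reporter-only cells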
Vif inh – blocks HIV Vif function; inhibition, % at 7.49 µM; HEK293T cells, Vif self-association by quenched fluorescence, imaging, 24 h; 0.35% of 340,000 active; in the data active = inhibition above about 50%, passing the limit was not always enough; note: some results filed as inactive read as strong as hits
C8 TRAIL sens – sensitizes caspase-8 expressing cells to TRAIL. NB7+C8 cells + TRAIL, ATPlite viability luminescence. inhibition (viability loss, TRAIL sensitization), % at 10 µM. 1% of 360,000 active;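 active = compounds causing at least 50% loss of cell viability in the single-dose screen, relative to plate controls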
Numbers without * were called inactive; x = not tested or not shown.

1. CC1CCc2c(nc3ncnn3c2NCCc2ccccc2F)C1 (centres undefined)
2. CC[C@H](C)[C@H]1CNC(=S)N1CC1CCN(CC)CC1
3. CCC(=O)Nc1ccccc1C(=O)N1CCCC1
4. CC1CCC2C(=O)N(c3ccc(C(=O)NCc4ccccc4)cc3)C(=O)C2C1 (centres undefined)
5. Cc1nn(CC(=O)c2ccc(Cl)cc2Cl)c(C)[n+]1N
6. CN(C)CCC(C(=O)c1ccccc1)c1ccncc1 (centres undefined)
7. CCOc1ccc(-n2c(=O)[nH]cc(C(=O)N3CCCc4ccccc43)c2=O)cc1
8. Cc1ccc(C)c(OCc2cc(C(=O)N3CCN(C(=O)c4ccco4)CC3)no2)c1
9. C=CCC(O)(CCN1CCCCC1)c1ccccc1 (centres undefined)
10. O=C(c1cc2ccccc2oc1=O)N1CCN(c2ccc(N3CCOCC3)nn2)CC1
Compound,1,2,3,4,5,6,7,8,9,10
LMP1 NFkB inh,5,-11,-5,0,0,-8,-16,-17,1,-10
NR5A2 inv ag,1,-2,-10,6,13,2,-6,-73,-2,-4
TLR9-MyD88 block,4,-14,0,-2,4,5,0,-9,2,-11
NCOA3 inh,21,-39,2,15,4,-1,1,-61,8,-44
NOD2 RIPK2 PPI,-12,-4,4,-12,-9,-4,-16,-3,9,-9
NCOA1 inh,20,0,-2,9,3,-9,-5,-56,-1,-3
SRC2 inh,21,13,-23,-3,-16,-53,-5,-40,-18,-26
TROY signal inh,16,0,4,4,0,-2,4,-73,8,18
COUP-TFII inh,14,12,-3,-1,1,10,4,-37,-11,-4
Vif inh,-8,12,10,-1,2,6,-2,1,19,-7
C8 TRAIL sens,6,-9,16,-5,-1,-6,-2,7,-18,9

11. Oc1ccc(Br)cc1CNc1nccs1
12. COc1ccccc1Cn1c(=S)[nH]c2cc(C(=O)NCCN(C)C)ccc2c1=O
13. COc1ccc(C2C(C(C)=O)=C(O)C(=O)N2c2nc3ccccc3s2)cc1OC (centres undefined)
14. O=[N+]([O-])c1cccnc1N1CCOCC1
15. CN(C)C(CNC(=O)CCc1nc2cc(Cl)ccc2n(Cc2ccccc2)c1=O)c1ccccc1 (centres undefined)
16. Fc1ccc(CSc2nnc(-c3cccnc3)n2Cc2ccco2)cc1
17. O=C(Nc1cc(C(F)(F)F)ccc1N1CCOCC1)c1cccs1
18. COc1ccc(C(=O)N2CCOC2CNC(=O)C(=O)NCCc2ccccc2OC)cc1 (centres undefined)
19. CCOc1ccc(/C(O)=C2/C(=O)C(=O)N(CCCn3ccnc3)C2c2cccs2)cc1Cl (centres undefined)
20. O=C(c1cc2c(=O)n3ccccc3nc2s1)N1CCOCC1
Compound,11,12,13,14,15,16,17,18,19,20
LMP1 NFkB inh,-2,3,4,2,-8,-1,-1,-4,-8,-4
NR5A2 inv ag,-3,-4,-19,7,0,-2,8,12,-65,-43
TLR9-MyD88 block,3,-6,4,4,-13,-7,9,8,-4,-11
NCOA3 inh,-11,0,4,5,10,-4,-27,12,-54,-92
NOD2 RIPK2 PPI,6,-7,-5,-5,-1,0,0,-3,-8,4
NCOA1 inh,7,-28,2,-29,-14,-3,-7,1,-70,-135
SRC2 inh,-9,-24,-8,13,-2,11,-15,-17,-25,-32
TROY signal inh,4,8,-30,6,20,31,10,-17,-69,-25
COUP-TFII inh,-8,-7,-9,5,9,14,6,-1,-10,-26
Vif inh,-3,-7,0,-22,5,-10,-6,-6,1,-2
C8 TRAIL sens,3,-20,-6,-6,3,3,21,-1,-2,-13

21. O=C(c1ccc(S(=O)(=O)N2CCOCC2)cc1)N(c1ccc(F)cc1)C1C=CS(=O)(=O)C1 (centres undefined)
22. COc1ccc(Cn2c(-c3ccc(Cl)cc3)c[n+]3ccccc23)cc1
23. Cc1c(NC(=O)c2ccccc2NS(=O)(=O)c2ccc(Br)cc2)c(=O)n(-c2ccccc2)n1C
24. O=C(NCCCN1CCCC1=O)c1ccc2c(=O)n(-c3ccccc3F)c(=S)[nH]c2c1
25. CCOC(=O)c1ccc(S(=O)(=O)NCC(c2ccc(N(C)C)cc2)c2c[nH]c3ccccc23)cc1 (centres undefined)
26. O=C(NCCCN1CCCC1=O)c1ccc(S(=O)(=O)Nc2ccccc2)cc1
27. O=C(COC(=O)C1(c2ccccc2F)CCCC1)N1CCc2ccccc21
28. N#CCOC(=O)[C@H](Cc1c[nH]c2ccccc12)NS(=O)(=O)c1ccc(Cl)cc1
29. O=C(NCCc1ccccc1)c1cnc2n(c1=O)CCS2
30. Cc1cc(-c2ccccc2)nc2cc(C(N)=O)nn12
Compound,21,22,23,24,25,26,27,28,29,30
LMP1 NFkB inh,3,-12,3,-1,5,11,-1,-1,-14,4
NR5A2 inv ag,-8,-37,-7,-8,-3,5,-18,1,-56,20
TLR9-MyD88 block,2,5,-1,10,-5,-10,-3,-15,-11,-5
NCOA3 inh,13,-31,12,8,26,-5,6,12,-72,-27
NOD2 RIPK2 PPI,-7,-7,-14,6,-8,-5,-4,-14,-104,0
NCOA1 inh,-23,-72,1,-9,-3,0,4,8,-48,6
SRC2 inh,0,-20,0,1,-10,19,-23,-12,-43,-18
TROY signal inh,1,-44,1,-21,-21,19,2,-4,-37,9
COUP-TFII inh,2,-10,1,11,-1,-14,12,-16,-23,-3
Vif inh,0,-5,-2,-5,11,4,-14,3,5,4
C8 TRAIL sens,3,37,-6,-6,-9,-11,4,0,0,-25

3 entries from above, ordered by molar mass, low to high:
16. Fc1ccc(CSc2nnc(-c3cccnc3)n2Cc2ccco2)cc1
13. COc1ccc(C2C(C(C)=O)=C(O)C(=O)N2c2nc3ccccc3s2)cc1OC (centres undefined)
19. CCOc1ccc(/C(O)=C2/C(=O)C(=O)N(CCCn3ccnc3)C2c2cccs2)cc1Cl (centres undefined)
Compound,16,13,19
LMP1 NFkB inh,-1,4,-8
NR5A2 inv ag,-2,-19,-65
TLR9-MyD88 block,-7,4,-4
NCOA3 inh,-4,4,-54
NOD2 RIPK2 PPI,0,-5,-8
NCOA1 inh,-3,2,-70
SRC2 inh,11,-8,-25
TROY signal inh,31,-30,-69
COUP-TFII inh,14,-9,-10
Vif inh,-10,0,1
C8 TRAIL sens,3,-6,-2

Additional records.
31. Cc1ccc(CCNC(=O)Cn2ccc3cc(S(=O)(=O)N4CCCC4)ccc32)cc1
32. CC(=O)Oc1ccc(-c2csc(Nc3ccccn3)n2)cc1
33. O=C(CNS(=O)(=O)c1ccc(F)c(Cl)c1)N1CCCCCC1
34. CCCCCCCCCCCCCC(=O)NO
35. COc1ccc(NC(=O)CSc2nc3ccccc3c(=O)n2CCC(=O)N2CCCCC2)cc1
36. Cc1ccc(OCC(=O)NNC(=O)C2CSC3(C)CCC(=O)N23)cc1 (centres undefined)
37. CC(C)CCN1CCN=C1Nc1ccccc1
38. CN(C)S(=O)(=O)N1CCCC(C(=O)c2ccc(C(F)(F)F)cc2)C1 (centres undefined)
39. Cc1cc(C)c(C)c(S(=O)(=O)N2CCC(C(=O)Nc3ccncc3)CC2)c1C
40. Cc1c(Nc2nc3ccccc3nc2NS(=O)(=O)c2ccccc2)c(=O)n(-c2ccccc2)n1C
Compound,31,32,33,34,35,36,37,38,39,40
LMP1 NFkB inh,-6,-61,0,-3,-7,-3,2,-5,1,-11
NR5A2 inv ag,0,-90,-8,21,24,1,-8,16,14,-2
TLR9-MyD88 block,-14,-2,11,0,-4,-1,-7,-2,-14,8
NCOA3 inh,7,-78,24,5,15,9,-6,11,17,3
NOD2 RIPK2 PPI,-14,2,-4,2,0,3,3,3,0,-9
NCOA1 inh,9,-90,4,3,12,-19,4,10,8,-16
SRC2 inh,8,-42,-4,-19,-13,-3,-1,11,14,13
TROY signal inh,0,-8,-2,-49,7,-10,7,9,17,-1
COUP-TFII inh,-17,-45,0,10,3,26,0,16,11,3
Vif inh,-2,-21,-15,-16,-4,-8,4,-23,-4,-1
C8 TRAIL sens,7,24,2,40,-10,-11,-8,4,14,9

41. COC(=O)c1ccc(CSc2nnc(Nc3cccc(OC)c3)s2)o1
42. Cc1cccc(C)c1NC(=O)c1csc([C@H]2C[C@H](O)[C@@H](CO)O2)n1
43. C=CCc1cccc(Cl)c1OCCCNC1CCCC1
44. Cc1ccccc1OCCN1CCC(Cc2ccccc2)CC1
45. CCOC1=C2[C@@H](CN(S(=O)(=O)c3ccccc3)[C@H]2c2ccccc2)[C@H]2C(=O)N(c3ccccc3)C(=O)[C@H]2C1
46. OCCCCNc1cccc2ccccc12
47. Cc1nnc(NC(=O)Cn2cnc3c2c(=O)n(C)c(=O)n3C)s1
48. CCOC(=O)CSc1nc(C)cc(C)c1C(N)=O
49. CC1Cc2ccccc2N1C(=O)COC(=O)c1cccnc1Cl (centres undefined)
50. COc1cccc2cc(C(=O)OCC(=O)NCc3ccc4c(c3)OCO4)c(=O)oc12
51. Cc1cccnc1NC(=O)c1cc2ccccc2oc1=O
Compound,41,42,43,44,45,46,47,48,49,50,51
LMP1 NFkB inh,-5,x,-3,2,x,-1,-8,3,0,-38,-22
NR5A2 inv ag,-13,-2,5,6,-2,40,17,6,13,-59,-114
TLR9-MyD88 block,-7,x,-10,5,x,4,7,-15,-4,-5,2
NCOA3 inh,20,5,11,11,-11,-13,4,10,12,-49,-82
NOD2 RIPK2 PPI,2,3,1,-2,-13,-14,5,-10,-5,-9,-4
NCOA1 inh,-15,21,16,3,-3,-36,-24,-24,-16,-41,-95
SRC2 inh,-25,-26,7,-1,10,-26,-36,-15,-24,-36,-66
TROY signal inh,-14,7,4,10,3,11,-7,-4,-26,-50,-3
COUP-TFII inh,10,4,-20,13,-6,20,4,-17,-4,-20,-33
Vif inh,18,6,-4,0,11,4,15,-9,-5,3,10
C8 TRAIL sens,-8,-12,-5,2,3,3,0,-1,3,1,33

This is a subset; the hit share may differ from the screen's.
